AMA1 RON2 block = disrupts binding of P. falciparum AMA1 to RON2; AlphaScreen AMA1-biotinylated RON2 peptide binding; actives 0.2% (n = 360,000); Potency, µM (doses to about 58.2 µM), inactives show top-dose activity change, negative = inhibition, hits mostly inhibitors; AID 720542;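 further: potency means the concentration at half of the fitted maximal effect; 0% = vehicle wells and -100% = peptide control; nearly all actives have a fitted effect of over 45% in size; some results filed as inactive show a strong effect at the top dose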
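AMA1 (3D7) with his tag at 25 nM final met compounds first, then biotinylated RON2 peptide at 25 nM; detection used donor plus acceptor beads, 10 µg/mL apiece, read by AlphaScreen after 30 min at room temperature.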
TbPYK inhibitor = T. brucei pyruvate kinase inhibition | Potency, µM (series often up to 76.8 µM), inactives show top-dose activity, negative = inhibition, actives largely listed as inhibitors | TbPYK enzyme, Kinase-Glo Plus ATP luminescence, 45 min | Q57TT1 | actives 0.12% (n = 410,000) | AID 624173; further: potency means the concentration at half of the fitted maximal effect; nearly all actives have a fitted effect of over 50% in size
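Luminescence from Kinase-Glo Plus, added after a 45-minute room-temperature reaction, served as the end-point read-out. The enzyme and substrate were preincubated with compound before ADP (130 uM final) initiated turnover. Concentration-effect curves came from normalized qHTS data.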
AmpC inh no detg = inhibitors of E. coli AmpC beta-lactamase without detergent; P00811; AmpC nitrocefin hydrolysis, absorbance 480 nm, 0.0001% Triton; Potency, µM (top dose mostly 57.1 µM), inactives show at the highest dose activity change, negative = inhibition, hits mostly inhibitors; actives 0.52% (n = 330,000); AID 485341;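 further: potency means the concentration at half of the fitted maximal effect; plate controls were no compound for no effect and no enzyme for full effect; nearly all actives have a fitted effect of over 20% in size; some results filed as inactive show a strong effect at the top dose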
Target sequence (P00811 whole entry, looked up): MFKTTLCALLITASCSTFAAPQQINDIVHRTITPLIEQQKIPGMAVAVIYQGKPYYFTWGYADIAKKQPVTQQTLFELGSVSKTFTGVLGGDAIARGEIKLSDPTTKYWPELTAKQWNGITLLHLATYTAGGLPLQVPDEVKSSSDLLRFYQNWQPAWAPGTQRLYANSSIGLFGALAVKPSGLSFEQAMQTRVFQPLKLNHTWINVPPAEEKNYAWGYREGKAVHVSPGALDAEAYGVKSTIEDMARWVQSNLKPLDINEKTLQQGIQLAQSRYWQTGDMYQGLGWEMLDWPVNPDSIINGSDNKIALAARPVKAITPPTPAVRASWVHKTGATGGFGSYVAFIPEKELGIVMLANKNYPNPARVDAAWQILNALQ
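20 mM phosphate pH 7.0 + 0.01% (detergent screen) or 0.0001% Triton X-100; 5.3 nM AmpC reagent; cpd preinc 15 min RT; nitrocefin (800 uM stock) to start; A480 q20 s × 4 min; Activity was normalised to no-enzyme and no-compound control wells.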
Sm TGR inh = S. mansoni TGR enzyme inhibition; purified TGR, DTNB reduction, TNB absorbance 405 nm; Potency, µM (series often up to 114 µM), for inactives: at the top dose activity change, negative = inhibition, usual class: inhibitors; actives 3% (n = 360,000); further: potency means the concentration at half of the fitted maximal effect; nearly all actives have a fitted effect of over 60% in size
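TGR 20 nM + NADPH 100 uM (dispensed conc.), cpd preinc 15 min RT; start with NADPH (500 uM addition) then DTNB (15 mM addition). Kinetic TNB absorbance, 405 nm filter. Four-parameter Hill fit across titration.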
LmPK inh = inhibitors of Leishmania mexicana pyruvate kinase | Q27686 | actives 0.37% (n = 290,000) | AID 1721 | purified LmPK, Kinase-Glo ATP luminescence, 1 h | Potency, µM (highest dose often 57.5 µM), for the others: top-dose activity change, negative = inhibition, most hits filed as inhibitors; further: potency means the concentration at half of the fitted maximal effect
Target sequence (Q27686 whole entry, looked up): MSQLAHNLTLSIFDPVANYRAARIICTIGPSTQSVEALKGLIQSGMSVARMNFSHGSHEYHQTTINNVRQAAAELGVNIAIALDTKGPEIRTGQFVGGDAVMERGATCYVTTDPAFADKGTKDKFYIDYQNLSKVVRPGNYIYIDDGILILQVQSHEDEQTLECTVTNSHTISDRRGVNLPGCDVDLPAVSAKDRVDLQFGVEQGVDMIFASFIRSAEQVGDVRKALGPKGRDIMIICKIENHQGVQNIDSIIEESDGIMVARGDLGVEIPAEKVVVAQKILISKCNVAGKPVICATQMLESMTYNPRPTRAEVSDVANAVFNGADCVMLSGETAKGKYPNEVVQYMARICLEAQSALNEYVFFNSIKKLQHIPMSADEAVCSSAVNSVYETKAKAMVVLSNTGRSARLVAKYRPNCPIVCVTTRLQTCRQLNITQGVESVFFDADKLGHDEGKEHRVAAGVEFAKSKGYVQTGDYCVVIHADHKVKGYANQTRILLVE
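ATP generated from ADP (0.1 mM) and PEP (0.5 mM) by 0.1 nM LmPK over 1 h at room temperature (pH 7.2 imidazole buffer) was detected by coupled luciferase luminescence. Values were normalized to uninhibited and no-enzyme wells.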
HCMV antiviral = blocks human cytomegalovirus replication; HFF cells, HCMV-luciferase reporter, 72 h; active compounds read low; activity change, negative = inhibition, % at 57.5 µM; AID 1259415; actives 4.5% (n = 410,000); in the data active means activity change below about -60%; inconclusive means no clear call, values can overlap the other calls; inactive means above about -39%
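After 16 h attachment at 37C, HFF cells received test compound and HCMV-luciferase (1 PFU/cell); reporter luminescence read 72 h later, data normalized against buffer-only and known inhibitor Salinomycin.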
AmpC inh detg = AmpC beta-lactamase inhibition with detergent present. Potency, µM (series often up to 114 µM), for inactives: at the highest dose activity change, negative = inhibition, most hits filed as inhibitors. AmpC hydrolysis of nitrocefin, absorbance 480 nm, 0.01% Triton. AID 485294. P00811. actives 0.041% (n = 370,000);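 further: potency means the concentration at half of the fitted maximal effect; 0% = no-compound wells and -100% = no-enzyme wells; nearly all actives have a fitted effect of over 25% in size; some results filed as inactive show a strong effect at the top dose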
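AmpC (5.3 nM in the dispensed reagent) in 20 mM phosphate pH 7.0 with 0.01% (detergent screen) or 0.0001% Triton X-100 was preincubated with compounds for 15 min at room temperature. Nitrocefin was then added from an 800 uM solution, and hydrolysis was followed at 480 nm.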
* = called active by the depositor; [ ] = dose if it differs, or a comment. Unless noted, the call rests on the fitted dose curve; in most records, active means well fitted curve in the direction sought with a large enough effect; inconclusive means small, poorly fitted or top-dose-only effect, or another doubt; inactive means no such curve, though single readings can be large; an effect the other way counts as inactive or inconclusive. Unless noted, on the % scale 0 is the no-effect control and ±100 the full control effect.

C=CCn1cccc(C(=O)Nc2ccc(N(C)C)cc2)c1=O was read as AMA1 RON2 block -6%, TbPYK inhibitor -29%, AmpC inh no detg -1%, Sm TGR inh -15%, LmPK inh -17% and AmpC inh detg -1%.
`Cc1ccc(CN2CCN(C3CCOCC3)CC2CCO)cc1` (stereo not drawn) gave AMA1 RON2 block 9%, TbPYK inhibitor -1%, AmpC inh no detg -11%, Sm TGR inh -11%, LmPK inh -2%, HCMV antiviral 33 and AmpC inh detg -8%.
Screening CCOc1ccc(S(=O)(=O)Nc2cc(OC)ccc2OC)cc1 returned AMA1 RON2 block -13%, TbPYK inhibitor 2%, AmpC inh no detg -22%, Sm TGR inh 1%, LmPK inh -4%, HCMV antiviral -64* and AmpC inh detg inconclusive.
Screening Cc1ccc(S(=O)(=O)NC(=O)C2(C)CCN2C(=O)Cc2ccc(C(C)(C)C)cc2)cc1 (stereo not drawn) returned AMA1 RON2 block -14%, TbPYK inhibitor 1% and HCMV antiviral -3.
`CCOC(=O)C1CCN(C(=O)Nc2ccc(C)c(Cl)c2)CC1` gave AMA1 RON2 block -4%, TbPYK inhibitor -9%, AmpC inh no detg -27%, Sm TGR inh 0%, LmPK inh 2%, HCMV antiviral 64 and AmpC inh detg -6%.
O=C(Cn1nc(C(F)(F)F)c2c1CCC2)NC1CCCCC1 was read as AMA1 RON2 block 0%, TbPYK inhibitor 3%, AmpC inh no detg 0%, Sm TGR inh 0%, LmPK inh -1%, HCMV antiviral 7 and AmpC inh detg -14%.
Screening CCN(CC)c1ccc(C(=O)NCc2ccc3c(c2)CCN3C(C)=O)cc1 returned TbPYK inhibitor 1%, Sm TGR inh 0%, HCMV antiviral -23 and AmpC inh detg 5%.
For CCOc1ccc(NC(=O)COc2nsnc2N2CCOCC2)cc1 the results were AMA1 RON2 block 5%, TbPYK inhibitor -1%, AmpC inh no detg -13%, Sm TGR inh 3%, LmPK inh -6%, HCMV antiviral -30 and AmpC inh detg 7%.
For Cc1cccc(N(C(=O)Cn2nnc(-c3ccc(F)cc3)n2)C(C(=O)NC(C)(C)C)c2ccncc2)c1 (stereo not drawn) the results were AMA1 RON2 block -15%, TbPYK inhibitor 0%, AmpC inh no detg 24%, LmPK inh 0%, HCMV antiviral -31 and AmpC inh detg 5%.
CCOc1ccc(S(=O)(=O)N2CCCCCC2)cc1 was read as AMA1 RON2 block 14%, TbPYK inhibitor 0%, AmpC inh no detg -18%, Sm TGR inh -13%, LmPK inh 4%, HCMV antiviral 19 and AmpC inh detg -3%.
Screening COC(=O)C1=C(C)NC(=O)/C1=C\c1cccs1 returned AMA1 RON2 block -7%, TbPYK inhibitor -14%, AmpC inh no detg -9%, Sm TGR inh -24%, LmPK inh -1%, HCMV antiviral -8 and AmpC inh detg inconclusive.
`CC(C)(C)[C@H]1COC(=O)[C@@H](Cc2ccc(F)cc2)CC/C=C/C[C@@H](CC(=O)N[C@H](CO)Cc2ccccc2)C(=O)N1` gave AMA1 RON2 block 4%, TbPYK inhibitor 2%, AmpC inh no detg 257%[activator] and HCMV antiviral -10.

In the list so far, these have fluorine:
O=C(Cn1nc(C(F)(F)F)c2c1CCC2)NC1CCCCC1 was read as AMA1 RON2 block 0%, TbPYK inhibitor 3%, AmpC inh no detg 0%, Sm TGR inh 0%, LmPK inh -1%, HCMV antiviral 7 and AmpC inh detg -14%.
For Cc1cccc(N(C(=O)Cn2nnc(-c3ccc(F)cc3)n2)C(C(=O)NC(C)(C)C)c2ccncc2)c1 (stereo not drawn) the results were AMA1 RON2 block -15%, TbPYK inhibitor 0%, AmpC inh no detg 24%, LmPK inh 0%, HCMV antiviral -31 and AmpC inh detg 5%.
`CC(C)(C)[C@H]1COC(=O)[C@@H](Cc2ccc(F)cc2)CC/C=C/C[C@@H](CC(=O)N[C@H](CO)Cc2ccccc2)C(=O)N1` gave AMA1 RON2 block 4%, TbPYK inhibitor 2%, AmpC inh no detg 257%[activator] and HCMV antiviral -10.

(continued)
Screening O=C(NNS(=O)(=O)c1ccc(Cl)cc1)NC1CCCCC1 returned AMA1 RON2 block -2%, TbPYK inhibitor -11%, AmpC inh no detg -21%, Sm TGR inh -29%, LmPK inh 7%, HCMV antiviral -17 and AmpC inh detg -9%.
`C=CCNC(=O)c1cc(Cl)ccc1[N+](=O)[O-]` gave AMA1 RON2 block 0%[11.6 µM], TbPYK inhibitor -28%, AmpC inh no detg -15%, Sm TGR inh -4%, LmPK inh -2%, HCMV antiviral -31 and AmpC inh detg -3%.
`Cc1cc(Cl)ccc1OCC(=O)N1CCN(C)CC1` gave AMA1 RON2 block 4%, TbPYK inhibitor 2%, AmpC inh no detg -3%, Sm TGR inh 1%, LmPK inh -7%, HCMV antiviral 45 and AmpC inh detg inconclusive.
For CCCN(C(=O)COC(=O)CC1CCCCC1)c1c(N)n(Cc2ccccc2)c(=O)[nH]c1=O the results were AMA1 RON2 block 4%, TbPYK inhibitor -3%, AmpC inh no detg -14%, Sm TGR inh -3%, HCMV antiviral -14 and AmpC inh detg -14%.
For O=C(Nc1cccc(-c2nc3ccccc3o2)c1)c1cccnc1 the results were AMA1 RON2 block -5%, TbPYK inhibitor 0%, AmpC inh no detg 73%[activator], Sm TGR inh -11%, LmPK inh 1%, HCMV antiviral inconclusive and AmpC inh detg 2%.
Screening CCOc1ccc(S(=O)(=O)c2c(C(=O)c3ccc(C)c(C)c3)cnc3ccccc23)cc1 returned TbPYK inhibitor 2%, Sm TGR inh -7%, HCMV antiviral -3 and AmpC inh detg -3%.
Screening Cc1[nH]c2ccccc2c1C(c1ccccc1)c1cccs1 (stereo not drawn) returned TbPYK inhibitor 3%, Sm TGR inh -4%, HCMV antiviral -21 and AmpC inh detg 21%.
Screening Cc1cccc(NC(=S)N2CCCCCC2)c1C returned AMA1 RON2 block 0%, TbPYK inhibitor 5%, AmpC inh no detg -2%, Sm TGR inh 0%, LmPK inh -1%, HCMV antiviral inconclusive and AmpC inh detg 1%.
For COc1cccc(NC(=O)CSC2=NN3CCCC(=O)N=C3S2)c1 the results were AMA1 RON2 block -1%, TbPYK inhibitor 5%, AmpC inh no detg -33%, Sm TGR inh 1%, LmPK inh 3%, HCMV antiviral 15 and AmpC inh detg -19%.
O=C(Nc1ccc2nc(C3CC3)n(Cc3ccc(F)cc3)c(=O)c2c1)c1ccco1 was read as AMA1 RON2 block inconclusive, TbPYK inhibitor 0%, AmpC inh no detg -1%, Sm TGR inh 1%, LmPK inh 3%, HCMV antiviral -69* and AmpC inh detg -10%.
For Cc1ccc(-c2csc(NC(=O)C3CC(=O)N(Cc4ccco4)C3)n2)cc1 (stereo not drawn) the results were AMA1 RON2 block -5%, TbPYK inhibitor 0%, AmpC inh no detg -20%[11.4 µM], Sm TGR inh inconclusive, LmPK inh 0%, HCMV antiviral -36 and AmpC inh detg inconclusive.
`CCC(=O)OCC(=O)Nc1ccc([N+](=O)[O-])cc1OC` gave AMA1 RON2 block -7%, TbPYK inhibitor -2%, AmpC inh no detg -3%[2.29 µM], Sm TGR inh -8%, LmPK inh 0%, HCMV antiviral 5 and AmpC inh detg 0%.
Screening CCOc1cc(N2CCOCC2)c(OCC)cc1NC(=O)Cn1cnc2c(=O)n(C)c(=O)n(C)c21 returned AMA1 RON2 block -5%, TbPYK inhibitor 2%, AmpC inh no detg -17%, Sm TGR inh 7%, LmPK inh 2%, HCMV antiviral -27 and AmpC inh detg -9%.
Screening COc1ccc(Cc2noc(CN3CCCC(C(=O)c4cccs4)C3)n2)cc1OC (stereo not drawn) returned AMA1 RON2 block 9%, TbPYK inhibitor 0%, AmpC inh no detg 112%[activator], Sm TGR inh -9%, LmPK inh -2%, HCMV antiviral 4 and AmpC inh detg -7%.
Screening COCCCNC(=O)CC[C@H]1O[C@@H](n2cnc3c(NC(=O)c4ccccc4)ncnc32)[C@H](O)[C@@H]1O returned AMA1 RON2 block 3%, TbPYK inhibitor -7% and HCMV antiviral 18.
`COC(=O)c1ccc2c(c1)NC1=C(C(=O)CC(C)(C)C1)C(c1ccncc1)N2` (stereo not drawn) gave AMA1 RON2 block -6%, TbPYK inhibitor 0%, AmpC inh no detg -39%, Sm TGR inh 1%, LmPK inh 1%, HCMV antiviral -20 and AmpC inh detg -12%.
For O=C(CNC(=O)c1cccc(Cl)c1)Nc1ccc(Br)cc1C(=O)c1ccccc1 the results were AMA1 RON2 block -2%, TbPYK inhibitor 4%, AmpC inh no detg -9%, Sm TGR inh -3%, LmPK inh 0%, HCMV antiviral inconclusive and AmpC inh detg 2%.
CC1SCC(=O)N(CC(=O)NCCc2ccccc2)C1=O (stereo not drawn) was read as AMA1 RON2 block -3%, TbPYK inhibitor -23%, AmpC inh no detg 87%[activator], Sm TGR inh -11%, LmPK inh -6%, HCMV antiviral inconclusive and AmpC inh detg inconclusive.
Nc1ccccc1SCC(O)Cn1ccc2ccccc21 (stereo not drawn) was read as AMA1 RON2 block -4%, TbPYK inhibitor 12%, AmpC inh no detg -15%, Sm TGR inh -2%, LmPK inh 3% and AmpC inh detg 2%.
For COc1ccc(-c2c(C(C)=O)c(C)n(C)c2C)cc1 the results were AMA1 RON2 block -15%, TbPYK inhibitor 3%, AmpC inh no detg -11%, Sm TGR inh -8%, LmPK inh -3%, HCMV antiviral -18 and AmpC inh detg inconclusive.
`CCn1c(C)nc2cc(C(=O)NNC(=O)CCC3CCCCC3)ccc21` gave AMA1 RON2 block 41%[activator], TbPYK inhibitor -4%, AmpC inh no detg -11%, Sm TGR inh -3%, LmPK inh 0% and AmpC inh detg -12%.
For CCN1C(=O)[C@H]2[C@@H](c3ccc(OC)cc3)N[C@]3(CCCN(Cc4ccc(F)cc4)C3=O)[C@H]2C1=O the results were AMA1 RON2 block -13%, TbPYK inhibitor 10% and HCMV antiviral -13.
`COc1ccccc1OCC#CCN1CCCC1` gave AMA1 RON2 block -2%, TbPYK inhibitor 0%, AmpC inh no detg -12%, LmPK inh -2%, HCMV antiviral 27 and AmpC inh detg 0%.
COc1ccc(C2C(C(=O)N3CCC(C)CC3)c3ccccc3C(=O)N2C)cc1 (stereo not drawn) was read as AMA1 RON2 block -5%, TbPYK inhibitor 3%, AmpC inh no detg -18%, Sm TGR inh 2%, LmPK inh 3%, HCMV antiviral 33 and AmpC inh detg inconclusive.

Screening data deposited in PubChem by National Center for Advancing Translational Sciences (NCATS).
